# Bioassay records from PubChem.
# ST2 IL33 inh: blocks human ST2 binding to IL-33; 78,000 compounds, 2.3% hits; Q01638; inhibition, % for hits at 17 µM; AlphaLISA ST2-Fc/biotin-IL-33 interaction, 1 h; in the data active means inhibition above about 30%; inconclusive means mostly about 10% to 28%
# Target sequence (Q01638 whole entry, looked up): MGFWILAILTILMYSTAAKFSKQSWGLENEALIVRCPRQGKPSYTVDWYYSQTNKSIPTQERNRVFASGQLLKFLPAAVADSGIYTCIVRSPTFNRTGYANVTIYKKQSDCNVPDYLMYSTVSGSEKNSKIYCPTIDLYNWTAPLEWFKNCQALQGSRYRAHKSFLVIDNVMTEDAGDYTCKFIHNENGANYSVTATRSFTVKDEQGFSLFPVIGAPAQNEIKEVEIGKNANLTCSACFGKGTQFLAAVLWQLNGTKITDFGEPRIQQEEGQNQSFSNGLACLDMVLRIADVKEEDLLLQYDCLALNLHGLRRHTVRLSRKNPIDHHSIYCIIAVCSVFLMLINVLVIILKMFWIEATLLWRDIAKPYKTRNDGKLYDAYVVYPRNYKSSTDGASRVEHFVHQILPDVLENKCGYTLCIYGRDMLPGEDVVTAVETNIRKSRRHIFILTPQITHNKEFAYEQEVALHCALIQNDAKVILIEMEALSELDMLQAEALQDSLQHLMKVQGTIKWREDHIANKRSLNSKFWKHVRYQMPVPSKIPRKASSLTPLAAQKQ
# An asterisk follows results filed as active; i = inactive; ? = inconclusive. These rows are one share of the data; count on the stated rates, not on these rows.
structure | ST2 IL33 inh
COc1ccc(-c2cc([C@H]3CN4CC[C@H]3C[C@@H]4CNC(=O)c3ccc(C(C)(C)C)cc3)n(C)n2)cc1OC | ?
CN(C)c1ncc(CN2CCC3(CCNCC3)C2)cn1 | i
CCc1ccc(CN2CCN(c3ccc([N+](=O)[O-])cc3)CC2)cc1 | ?
O=C(Nc1ccc2n(c1=O)C[C@H]1C[C@@H]2CN(C(=O)Cc2cccs2)C1)c1ccco1 | i
Nc1cccc(-c2cn(C[C@H]3CC4CCN3C[C@@H]4C(=O)Nc3ccccc3)nn2)c1 (stereo not given in full) | ?
Cn1nc(-c2ccccc2)cc1[C@H]1CN2CC[C@H]1C[C@@H]2CNC(=O)c1cccs1 | ?
O=C(NC[C@H]1C[C@@H]2CCN1C[C@@H]2CN1CCN(c2ccccn2)CC1)c1ccc(C(F)(F)F)cc1 | i
Cc1ccccc1CN1CCN(c2ccccc2F)CC1 | i
C[N+]1(C)[C@@H]2CC(OC(=O)[C@H](CO)c3ccccc3)C[C@H]1[C@@H]1O[C@@H]12 (stereo not given in full) | i
O=C(NC[C@H]1C[C@@H]2CCN1C[C@@H]2CN1CCN(c2ccccn2)CC1)Nc1ccsc1 | ?

# Later entries:
structure | ST2 IL33 inh
CC1N=C(c2ccccc2)c2ccccc2N(CC(=O)NCCc2ccccc2)C1=O (stereo not given) | i
Cc1nc(SCC(=O)N2C[C@@H]3C[C@H](C2)c2cccc(=O)n2C3)n[nH]1 | i
O=C(NCc1ccccc1)[C@H]1CN2CC[C@H]1C[C@@H]2Cn1cc(-c2ccccn2)nn1 | ?
O=C(CC1CCOCC1)N1[C@H]2CCNC[C@@H]1CC2 | ?
Cc1ccc(F)c(C2NCCc3[nH]cnc32)c1 (stereo not given) | i
Brc1ccc(CN2CCN(c3ccccc3)CC2)cc1 | 32%*
O=C(Nc1ccccc1)[C@H]1CN2CC[C@H]1C[C@@H]2Cn1cc(-c2cccc(O)c2)nn1 | i
S=C(NCc1ccco1)NC[C@H]1C[C@@H]2CCN1C[C@@H]2CN1CCN(c2ccccc2)CC1 | i
CN1CCc2nc3ccccc3c(C(=O)O)c2C1 | i
CC[C@H]1CN2CC[C@H]1C[C@@H]2COC(=O)Nc1ccc(Br)cc1 | i

# A run of entries taken from the entries so far, for reference:
structure | ST2 IL33 inh
Cc1ccc(F)c(C2NCCc3[nH]cnc32)c1 (stereo not given) | i
Brc1ccc(CN2CCN(c3ccccc3)CC2)cc1 | 32%*
O=C(Nc1ccccc1)[C@H]1CN2CC[C@H]1C[C@@H]2Cn1cc(-c2cccc(O)c2)nn1 | i
S=C(NCc1ccco1)NC[C@H]1C[C@@H]2CCN1C[C@@H]2CN1CCN(c2ccccc2)CC1 | i
CN1CCc2nc3ccccc3c(C(=O)O)c2C1 | i
CC[C@H]1CN2CC[C@H]1C[C@@H]2COC(=O)Nc1ccc(Br)cc1 | i

# (more compounds)
structure | ST2 IL33 inh
COc1ccc(CN2CCN(c3ccccc3F)CC2)cc1 | i
C[C@@H]1CN(C(=O)c2cn(Cc3ccccn3)cc(C(=O)NC3CCCCCCC3)c2=O)C[C@H](C)O1 | ?
COCCNC(=S)NC[C@H]1C[C@@H]2CCN1C[C@@H]2CN1CCCCC1 | i
Cc1nc(-c2ccc(N(C)C)cc2)cc([C@H]2CN3CC[C@H]2C[C@@H]3CNC(=S)Nc2ccc(F)cc2)n1 | i
COc1cc(OC)c(OC)cc1CN1CCN(C)CC1 | i
CCC(C)n1[nH]c(=O)c2c1NC(=O)CSC2c1ccc(OCc2ccccc2)cc1 (stereo not given) | ?
COC(=O)C1=C(C(=O)OC)C2c3ccccc3C=CN2C(C(=O)OC)=C1C(=O)OC (stereo not given) | ?
CC[C@H]1CN2CC[C@H]1C[C@@H]2COC(=O)Nc1ccc(Oc2ccccc2)cc1 | i
CC1=CC2/C=C(\C)CCC(O)C(O)/C=C/C(=O)OC23C(=O)NC(CC(C)C)C3C1C (stereo not given) | i
COc1ccccc1-n1c(Cc2ccccc2)nc2ccccc2c1=O | i

# (cont.)
structure | ST2 IL33 inh
Cc1nn(-c2ccccc2)c2c1C(c1ccccc1)SCC(=O)N2 (stereo not given) | i
CCC(=O)Nc1ccc(OCC(=O)N2CCC(N(C)C)C2)cc1 (stereo not given) | ?
CCCS(=O)(=O)NC[C@H]1C[C@@H]2CCN1C[C@@H]2c1cc(-c2cccs2)nn1C | i
c1ccc2c(CN3CCC(N4CCCCC4)CC3)c[nH]c2c1 | i
CC(=O)c1ccc(N2CCN(Cc3cccc(F)c3)CC2)cc1 | i
c1cn(CCc2cnc[nH]2)c(C2CCOC2)n1 (stereo not given) | i
CCSc1nc(CC(=O)N2CCN3CCNC(=O)C3C2)cs1 (stereo not given) | i
O=C(NC[C@H]1C[C@@H]2CCN1C[C@@H]2CN1CCN(c2ccc(F)cc2)CC1)c1ccco1 | i
CN1CCN(C[C@H]2CN3CC[C@H]2C[C@@H]3CNS(=O)(=O)c2cccs2)CC1 | i
C[C@@]1(C(=O)O)CC[C@]2(C)CC[C@]3(C)C4=CC(=O)c5cc(O)c(O)cc5[C@]4(C)CC[C@@]3(C)[C@@H]2C1 | ?

# (more compounds)
structure | ST2 IL33 inh
CC(C)NP(=O)(NC(C)C)OP(=O)(NC(C)C)NC(C)C | i
COc1ccc(-c2cc([C@H]3CN4CC[C@H]3C[C@@H]4CNC(=O)COc3ccccc3)n(C)n2)cc1 | ?
Cc1cccc(N2CCN(Cc3ccc(F)cc3)CC2)c1C | i
CCN(CC)C[C@H]1CN2CC[C@H]1C[C@@H]2CNC(=S)Nc1ccc(N(C)C)cc1 | i
COc1ccc(-c2cc([C@H]3CN4CC[C@H]3C[C@@H]4CNC(=S)Nc3ccc(F)cc3)n(C)n2)cc1OC | i
CN1CCN(Cc2ccoc2)CC1 | ?
COc1ccccc1CNC(=O)[C@H]1CN2CC[C@H]1C[C@@H]2Cn1cc(CCO)nn1 | i
CCCNC(=O)CN1CCCN(Cc2ccccc2)S1(=O)=O | i
C=C[C@H](O)C#CC#C[C@@H](O)/C=C\CCCCCCC | i
COc1ccc(CN2CCN(C)CC2)cc1OC | i

# Additional records:
structure | ST2 IL33 inh
CCOc1ccc(-c2cccc3c2CCNC3)nn1 | ?
CC1CCCC(O)CCC/C=C/c2cc(O)cc(O)c2C(=O)O1 (stereo not given) | i
Cc1[nH]c2ccc(F)cc2c1CCN | ?
COc1ccc(-c2ccc3n(c2=O)C[C@H]2C[C@@H]3CN(C(=O)CSCC(=O)O)C2)cc1 | i
OC(C#CCN1CCOCC1)(c1ccccc1)C1CCCC1 (stereo not given) | i
COc1ccc(OC)c(C(O)C(C)N)c1 (stereo not given) | i
Cc1ccnc(CC(C)N(C)C(=O)c2cn(C)c3ccccc23)c1 (stereo not given) | i
O=C(CN1CCCCC1)c1ccc2cc[nH]c2c1 | i
C=C[C@H]1CN2CC[C@H]1C[C@@H]2CNCc1ccc(C(C)C)cc1 | i
Cn1nc(-c2ccccc2)cc1[C@H]1CN2CC[C@H]1C[C@@H]2CNC(=O)Nc1cccc(C#N)c1 | ?

# (more compounds)
structure | ST2 IL33 inh
O=C(Nc1ccc2n(c1=O)C[C@H]1C[C@@H]2CN(C(=O)c2ccccn2)C1)c1ccc(F)cc1 | ?
CN(C)Cc1cn(C[C@H]2C[C@@H]3CCN2C[C@@H]3C(=O)Nc2ccccc2)nn1 | i
Cc1nc(-c2cccs2)cc([C@H]2CN3CC[C@H]2C[C@@H]3CNC(=O)c2ccco2)n1 | ?
CC(C)=C1CC[C@]23CO[C@H](C2)[C@@](O)(C(=O)O)CCC13 (stereo not given in full) | ?
COc1ccc(C(=O)NC[C@H]2C[C@@H]3CCN2C[C@@H]3c2cc(-c3cccs3)nn2C)cc1 | ?
CC[C@H]1CN2CC[C@H]1C[C@@H]2CNCc1cccc(C#N)c1 | i
CCC(N)C(=O)c1ccc(Cl)cc1 (stereo not given) | i
CC(C)NC(=O)[C@H]1CN2CC[C@H]1C[C@@H]2Cn1cc(-c2ccccn2)nn1 | ?
C=C[C@H]1CN2CC[C@H]1C[C@@H]2CNC(=S)Nc1ccc(F)cc1 | i
CCCCc1nc2ccccc2c(=O)n1-c1ccccc1 | i

# (listing goes on)
structure | ST2 IL33 inh
COCCNC(=O)[C@H]1CN2CCC1C[C@@H]2Cn1cc(-c2cccc(O)c2)nn1 (stereo not given in full) | i
O=c1c2ccccc2nc(/C=C\c2ccc(Cl)cc2)n1-c1ccccc1 | ?
CN1C(=O)C(=Cc2cn(CC#N)c3ccccc23)C(=O)N(C)C1=O | ?
CCCC(C)(COC(N)=O)COC(=O)NC(C)C (stereo not given) | i
C/C=C(\C)C(=O)O[C@H]1CC2C(=C1C)[C@H]1OC(=O)[C@](C)(O)[C@]1(O)[C@H](OC(=O)CCC)C[C@@]2(C)OC(C)=O (stereo not given in full) | i
O=c1ccc(-c2ccc3ccccc3c2)c2n1C[C@H]1C[C@@H]2CN(S(=O)(=O)c2cccs2)C1 | i
O=[N+]([O-])c1ccccc1CN1CCN(c2ccc(F)cc2)CC1 | ?
O=[N+]([O-])c1ccc(NCCO)c2ncccc12 | ?
O=C(CN1C(=O)CN=C(c2ccccc2)c2ccccc21)Nc1ccccc1C(F)(F)F | i
C=C[C@H]1CN2CC[C@H]1C[C@@H]2CNC(=S)NCC | i

# Later entries.
structure | ST2 IL33 inh
N#Cc1cccc(-c2ccc3n(c2=O)C[C@H]2C[C@@H]3CN(C(=O)NC3CCCCC3)C2)c1 | i
CCOc1ccc(N2C(=O)CC(=O)NC2=O)cc1 | i
COc1ccc(-c2cc([C@H]3CN4CC[C@H]3C[C@@H]4CNC(=S)NCC(C)C)n(C)n2)cc1OC | i
O=C(NC1CCCCC1)[C@H]1CN2CCC1C[C@@H]2Cn1cc(CSc2ccccc2)nn1 (stereo not given in full) | i
Cc1ccc(C)c(Cn2cccc(C(=O)Nc3ccon3)c2=O)c1 | i
CCCN1CCO[C@@H]2c3cc(O)ccc3OC[C@H]21 | i
Cc1ccc2nc(CCNC(C)C)[nH]c2c1 | ?
COc1ccc(-c2cc([C@H]3CN4CC[C@H]3C[C@@H]4COC(=O)NC3CCCCC3)n(C)n2)cc1 | i
Cc1ccc2c(c1)C1CN(C)CCC1N2 (stereo not given) | ?
COc1ccc(CN2CCN(c3ccccc3)CC2)c(C)c1C | ?

# Additional results follow.
structure | ST2 IL33 inh
CC(C)CN1C[C@@H]2OCC(=O)N(CC(N)=O)[C@@H]2C1 | i
CCOC(=O)C1C2NC(=O)N(c3cc(C)cc(C)c3)C1(C)Oc1c(OC)cccc12 (stereo not given) | i
CCOc1ccccc1N1CCN(Cc2ccc(OC)cc2)CC1 | i
C#CC1(C)CCC2C(O1)c1ccccc1OC2(C)C (stereo not given) | i
CC1CCCN(C(=O)c2cn(Cc3ccccn3)cc(C(=O)NC3CCCCCCC3)c2=O)C1 (stereo not given) | ?
CCN(CC)C[C@H]1CN2CC[C@H]1C[C@@H]2CNC(=O)Nc1ccsc1 | i
Fc1ccc(CN2CCN(Cc3ccc4c(c3)OCO4)CC2)cc1 | i
Cc1c(C(c2ccccc2)c2c(O)c3ccccc3oc2=O)c(=O)n(-c2ccccc2)n1C (stereo not given) | i
S=C(NC[C@H]1C[C@@H]2CCN1C[C@@H]2CN1CCSCC1)Nc1ccc(-n2cccn2)cc1 | i
Cc1ccnc(-n2c(CN3C(=O)c4ccccc4C3=O)nc3ccccc3c2=O)c1 | i

# Continuation:
structure | ST2 IL33 inh
CCCc1cc(C(=O)N2CCN(C)C3(CCN(C)CC3)C2)no1 | i
COc1ccccc1[C@@H]1CN(C(=O)CCn2cncn2)[C@@H]2C3CCN(CC3)[C@@H]21 | i
CCc1ccc(CN2CCN3C(=O)CNC(=O)C3C2)nc1 (stereo not given) | ?
O=C(CN1C(=O)CN=C(c2ccccc2)c2cc(Cl)ccc21)Nc1cccc(C(F)(F)F)c1 | i
CC[C@H]1CN2CC[C@H]1C[C@@H]2CNC(=O)c1ccc(N(C)C)cc1 | i
O=C(NC[C@H]1C[C@@H]2CCN1C[C@@H]2CN1CCN(c2ccccn2)CC1)c1ccccc1 | i
O=C(COc1cccnc1)N1CCCC2(CCNC2)C1 (stereo not given) | i
CSc1cccc(NC(=O)NC[C@H]2C[C@@H]3CCN2C[C@@H]3CN2CCOCC2)c1 | ?
CCC1CCC(NCCc2ccc(OC)cc2)CC1 (stereo not given) | i
Cc1cc(NC(=O)c2cccn(Cc3cccc(C(F)(F)F)c3)c2=O)no1 | i

# Remaining list, next part:
structure | ST2 IL33 inh
O=C(c1cnccn1)N1C[C@@H]2C[C@H](C1)c1ccc(/C=C/c3ccc(Cl)cc3)c(=O)n1C2 | i
O=C1C2CCCN2C(c2ccc(F)cc2)N1c1ccccn1 (stereo not given) | i
O=C1CC[C@@]2(O)C3Cc4ccc(O)c5c4C2(CCN3CC2CC2)[C@H]1O5 (stereo not given in full) | ?
COc1ccccc1NC(=O)N1C[C@@H]2C[C@H](C1)c1c(-c3ccc(Cl)cc3)ccc(=O)n1C2 | ?
Brc1cccc(CN2CCN(Cc3cccc(Br)c3)CC2)c1 | i
CN1[C@@H]2CC[C@H]1CC(OC(c1ccccc1)c1ccccc1N)C2 (stereo not given in full) | i
CCN1CCN(Cc2cc(Br)c(O)c(OC)c2)CC1 | i
CCN(CC)P(=O)(Oc1ccccc1)Oc1ccccc1 | i
CSc1ccc(-c2ccc(=O)n3c2[C@@H]2C[C@@H](CN(S(C)(=O)=O)C2)C3)cc1 | ?
COCCOC(=O)C1=C(N)Oc2c(c(=O)oc3ccccc23)C1c1ccncc1 (stereo not given) | i
C=CCN(C)C[C@H]1CN2CC[C@H]1C[C@@H]2CNS(=O)(=O)c1cccs1 | i

# Reformatted as labelled records: 3 of the compounds above.
> O=C(c1cnccn1)N1C[C@@H]2C[C@H](C1)c1ccc(/C=C/c3ccc(Cl)cc3)c(=O)n1C2
- ST2 IL33 inh: i

> O=C1C2CCCN2C(c2ccc(F)cc2)N1c1ccccn1 (stereo not given)
- ST2 IL33 inh: i

> O=C1CC[C@@]2(O)C3Cc4ccc(O)c5c4C2(CCN3CC2CC2)[C@H]1O5 (stereo not given in full)
- ST2 IL33 inh: ?
